# Compound activity as filed in PubChem BioAssay.
# PMI inhibition: human PMI inhibitors, high substrate, primary screen, biochemical, fluorescence intensity, high mannose 6-phosphate (AID 1220); recombinant PMI enzyme, coupled fluorescence intensity; higher % means a stronger effect; 190,000 compounds, 0.66% hits; inhibition, % at 20 µM, or IC50 in µM where a hit was titrated
# Dynein transport: dynein cargo transport inhibition; AID 1381; 220,000 compounds, 0.47% hits; z-score, hits read low; 3617.4 mouse cells, GR-EGFP nuclear translocation imaging; test concentration mostly 20 µM; stimulated with dexamethasone, 1 µM; hits give low values;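 active means plate z-score of nuclear minus cytoplasmic receptor signal below a set negative limit, without overly bright fluorescence or cell loss, cut at about -3.5 in these data, passing the limit was not always enough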;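 further: z-score of nuclear minus cytoplasmic ring GR-EGFP intensity difference per well; some compounds called inactive have numbers as strong as hits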
#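 Also added: dexamethasone, 1.0 µM final. Medium: tet-free, stripped-serum medium. Detection: fixed, Hoechst-stained cells imaged at 10x for EGFP. Read-out: nuclear-to-cytoplasmic GR-EGFP distribution per well. Times: induction 48 h, compound 1 h, agonist 30 min.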
# Siah-1 displacement: Siah-1 peptide-binding antagonists, primary screen, biochemical, fluorescence polarization, rhodamine-plectin, uHTS (AID 1817); Siah-1 / rhodamine-plectin peptide fluorescence polarization; higher % means a stronger effect; one-dose displacement, % at 20 µM; IC50 in µM for titrated hits; 290,000 compounds, 0.02% hits;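 active means displacement of at least 50% at 20 µM, with a fluorescence ratio check between 0.3 and a set limit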;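 further: plate controls were Siah plus tracer with DMSO for no effect and tracer alone without Siah for full effect; strong numbers were not always called active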
# M17LAP inhibition: P. falciparum M17LAP inhibitors, primary screen, biochemical, fluorogenic H-Leu-NHMec substrate, 1536-well (AID 1619); recombinant M17LAP, H-Leu-NHMec fluorogenic kinetic assay; higher % means a stronger effect; inhibition, % at 30 µM; hits with a dose series show IC50 in µM; 220,000 compounds, 0.38% hits;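 active means compound inhibiting the enzyme by more than half at any dose during confirmatory dose-response retesting; inconclusive means strong single-dose inhibitors picked by rank but not retested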;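 further: plate controls were full reaction with DMSO carrier for no effect and no enzyme background for full effect; strong numbers were not always called active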
# M1AAP inhibition: malaria alanyl aminopeptidase activity blockers – biochemical, fluorogenic H-Leu-NHMec substrate, 1536-well (AID 1445) | inhibition, % at 30 µM; hits with a dose series show IC50 in µM | 220,000 compounds, 0.42% hits | recombinant M1AAP, H-Leu-NHMec fluorogenic kinetic assay; higher % means a stronger effect;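 active means primary inhibition above the hit cutoff, then over 50% inhibition at one or more dose response concentrations, cut at about 23% in these data, passing the limit was not always enough; inconclusive means conflicting primary data, or primary hits not chosen for dose response; inactive means low primary inhibition, or under 50% at every dose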;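 further: plate controls were DMSO full reaction for no effect and no enzyme background for full effect; strong numbers were not always called active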
# XIAP antagonists: small molecules displacing peptide from XIAP – biochemical, IAP family, fluorescence polarization (AID 1018) | 200,000 compounds, 0.007% hits | displacement, % at 20 µM, or IC50 in µM where a hit was titrated | XIAP BIR domain, fluorescence polarization peptide displacement; higher % means a stronger effect; in the data active means displacement above about 50%; further: a part of the inactive calls stands beside numbers as strong as those of hits
# AID2073: inhibitors of Mint1-CaV2.2 protein interaction, biochemical, HTRF (AID 2073); HTRF protein-protein interaction, Mint1-CaV2.2; higher % means a stronger effect; inhibition, % at 20 µM, or IC50 in µM where a hit was titrated; 290,000 compounds, 0.19% hits; in the data active means inhibition mostly above about 51%, no sharp cut-off; inconclusive means no clear call, values can overlap the other calls; inactive means mostly below about 53%; further: some results filed as inactive read as strong as hits
# LYP inhibition: inhibitors of LYP phosphatase, biochemical, fluorescence intensity, uHTS (AID 1779); recombinant LYP phosphatase, fluorescence intensity; higher % means a stronger effect; inhibition, % at 11.5 µM; hits with a dose series show IC50 in µM; 290,000 compounds, 0.054% hits;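 further: plate controls were vehicle with enzyme for no effect and no enzyme for full effect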
# PMI inhibitors: MPI enzyme activity inhibition – biochemical, fluorescence intensity, coupled assay, primary screen (AID 1209) | 190,000 compounds, 0.42% hits | inhibition, % at 20 µM, or IC50 in µM where a hit was titrated | purified PMI enzyme, coupled fluorescence intensity; higher % means a stronger effect;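 further: plate controls were DMSO vehicle for no effect and wells lacking substrate for full effect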
# Dynein transport cytoplasmic EGFP: further read-out of Dynein transport, marked with its call; z-score; measured here: cytoplasmic GR-EGFP intensity; hits give high values
# Dynein transport nuclear GR-EGFP: also measured in Dynein transport; calls as there; z-score; measured here: nuclear GR-EGFP intensity;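 lower value marks the stronger effect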
# Dynein transport cell count: also measured in Dynein transport; calls as there; z-score; measured here: cell count per field
# Active calls of the source: *; ? = inconclusive; . = not tested or not shown. Unless noted, no stated cut-off is given here; in the data, active means inhibition above about 50%; inactive means the rest.
SMILES,PMI inhibition,Dynein transport,Dynein transport cytoplasmic EGFP,Dynein transport nuclear GR-EGFP,Dynein transport cell count,Siah-1 displacement,M17LAP inhibition,M1AAP inhibition,XIAP antagonists,AID2073,LYP inhibition,PMI inhibitors
COc1ccc(OCC(=O)c2c[nH]c3ccccc23)cc1,-11%,-0.28,-0.2,0.21,0.26,-2%,-2%,10%,0.5%,12%,-8%,-20%
COC(=O)c1ccccc1NC(=O)NC1CCCC1,2%,-0.97,-0.067,-0.35,0.2,13%,4%,11%,-3.3%,16%,-8%,13%
COc1ccc(CC(=O)Nc2cccc(-c3nnc(-c4ccco4)o3)c2)cc1,6%,-0.8,-0.3,-0.14,0.36,0%,3%,7%,-6.1%,9%,6%,10%
O/N=C/c1cc(Br)cs1,.,-0.8,-0.24,-0.46,1.1,-1%,1%,-5%,.,-4%,-9%,.
FC(F)(F)c1cc(-c2ccccc2)nc(NCC2CCCO2)n1 (stereo unspecified),10%,-0.18,-0.39,-0.21,0.86,-1%,-10%,2%,-2.8%,0%,-4%,9%
CCn1c(SCC(=O)OC)nnc1-c1ccncc1,-3%,-0.58,-0.25,-0.35,-0.0033,-1%,-1%,-10%,-3.2%,-1%,0%,1%
OC1CCN(c2c3c(nc4cc(-c5cccc(F)c5)nn24)CCCC3)CC1,7%,1.4,-0.18,1.2,-0.19,-5%,-22%,12%,-4.5%,13%,-1%,11%
Cc1nn(-c2ccccc2)c2c1C(=O)NC(=O)C(C)(C)C2,0%,0.028,-0.35,0.035,0.26,5%,-4%,10%,-0.6%,-4%,-7%,4%
Cc1ccc(C(=O)OCC(=O)Nc2ncc(Cl)cc2Cl)cc1NC(=O)c1ccco1,-4%,-0.074,-0.21,0.035,0.17,2%,7%,10%,-6.7%,11%,-6%,-2%
Cc1ccc(NC(=O)c2ccccc2OCc2ccc([N+](=O)[O-])cc2)nc1,-8%,-0.11,-0.15,0.16,0.46,8%,-2%,2%,-5.1%,20%,-5%,2%
NC(=O)/C(=N\OC(=O)c1ccco1)c1nc(-c2ccc(Br)cc2)cs1,-5%,-0.99,-0.45,-0.3,0.72,2%,-1%,2%,-1.5%,?,-5%,-8%
CC1CCc2c(C(=O)Nc3ccc(OC(F)(F)F)cc3)csc2C1 (stereo unspecified),4%,0.35,-0.18,-0.021,-0.22,4%,-1%,3%,3.3%,0%,0%,7%
COc1ccc(C(=O)C2=NN(C(C)=O)CC2c2ccco2)cc1 (stereo unspecified),26%,0.57,0.038,0.35,-0.15,9%,16%,4%,4.1%,9%,-4%,-4%
CCCOc1ccc(N2C(=O)CC(N3CCC(c4nc5ccccc5o4)CC3)C2=O)cc1 (stereo unspecified),5%,-0.66,-0.0072,-0.2,0.92,8%,-2%,1%,-0.1%,0%,0%,3%
COC(=O)C1=C(C)N(Cc2cccnc2)C(=O)/C1=C\c1cccs1,0%,0.36,-0.26,0.056,0.35,1%,15%,10%,-9.0%,-16%,-5%,-5%

# Laid out differently: results already given.
smiles	PMI inhibition	Dynein transport	Dynein transport cytoplasmic EGFP	Dynein transport nuclear GR-EGFP	Dynein transport cell count	Siah-1 displacement	M17LAP inhibition	M1AAP inhibition	XIAP antagonists	AID2073	LYP inhibition	PMI inhibitors
OC1CCN(c2c3c(nc4cc(-c5cccc(F)c5)nn24)CCCC3)CC1	7%	1.4	-0.18	1.2	-0.19	-5%	-22%	12%	-4.5%	13%	-1%	11%
Cc1nn(-c2ccccc2)c2c1C(=O)NC(=O)C(C)(C)C2	0%	0.028	-0.35	0.035	0.26	5%	-4%	10%	-0.6%	-4%	-7%	4%

# Next section:
SMILES,PMI inhibition,Dynein transport,Dynein transport cytoplasmic EGFP,Dynein transport nuclear GR-EGFP,Dynein transport cell count,Siah-1 displacement,M17LAP inhibition,M1AAP inhibition,XIAP antagonists,AID2073,LYP inhibition,PMI inhibitors
CC(=O)N1CCc2ccc(S(=O)(=O)Nc3ccccc3Cl)cc21,-15%,-0.82,-0.31,-0.26,1.2,8%,2%,5%,-4.2%,-10%,-4%,-6%
CCC(=O)N(C1=C(NC)C(=O)c2ccccc2C1=O)C(C)C,62%*,-0.48,0.056,-0.19,0.62,-3%,11%,15%,-8.2%,2%,-7%,11%
Cc1ccc(/C=N\NC(=O)c2cc([N+](=O)[O-])cc([N+](=O)[O-])c2)o1,10%,-0.082,-0.27,-0.016,0.4,-6%,4%,8%,-3.6%,-4%,-6%,2%
O=C1CC[C@@H](C(=O)N2CSC[C@H]2C(=O)O)N1,-15%,.,.,.,.,9%,0%,1%,-6.3%,1%,-3%,-8%
COc1ccc(CC(=O)Nc2c3c(nn2-c2cccc(C)c2C)CS(=O)(=O)C3)cc1,18%,-0.71,-0.33,-0.62,0.74,4%,-4%,7%,-4.2%,2%,2%,19%
COc1ccccc1N1CCN(C(=O)c2cccc3c(=O)c(C)c(-c4ccccc4)oc23)CC1,7%,0.84,-0.25,0.76,-1.1,0%,0%,-3%,0.9%,30%,-2%,2%
COc1ccc(/C=C(/C#N)c2cccnc2)cc1OC,4%,-0.72,-0.27,0.16,0.51,5%,22%,2%,-6.2%,3%,-3%,3%
O=c1[nH][nH]c(-c2ccccc2O)c1C(C[N+](=O)[O-])c1ccc(Br)cc1 (stereo unspecified),-15%,-2.3,1.4,-1.1,-2,-1%,20%,-3%,-0.6%,9%,6%,-7%
O=[N+]([O-])c1ccc(N/N=C/c2cn(Cc3ccc(F)cc3)c3ccccc23)nc1,-55%,-5.4,4.1,-0.68,1.1,-14%,-6%,-5%,-0.2%,-9%,8%,-28%
COC(=O)c1ccc(C(=O)OC)c(NC(=O)CSCC(=O)O)c1,.,2.5,0.22,1,-1.1,-3%,-9%,-4%,.,24%,-21%,.
Cc1ccc(NC(=O)C2CC(=O)n3c(nc4ccccc43)N2)cc1Cl (stereo unspecified),-10%,0.27,-0.23,0.26,-0.64,7%,18%,0%,-4.2%,14%,-9%,-10%
CCOC(=O)N1CCN(c2cccc(C)c2C)CC1,-11%,-0.66,-0.29,0.52,0.45,-1%,11%,3%,-1.2%,-1%,-3%,-7%
C[C@@H](NC(=O)c1coc(=O)c(Br)c1)c1ccccc1,2%,-1.8,0.11,-1.3,-0.42,-7%,-9%,6%,0.0%,10%,-7%,1%
CC(O)c1nc2ccccc2n1C1CCCCC1 (stereo unspecified),1%,-0.23,-0.26,-0.19,0.68,2%,5%,1%,-2.8%,0%,-3%,1%
NS(=O)(=O)c1ccc(NC(=O)COC(=O)C2CCCCC2)cc1,6%,0.079,-0.33,0.64,-0.68,-1%,2%,9%,0.2%,2%,-10%,8%
CC1=CC(=O)N(c2cccc(C(F)(F)F)c2)C1c1ccc(Cl)cc1 (stereo unspecified),-5%,-0.27,-0.25,-0.31,1.4,-5%,-5%,6%,-6.5%,18%,4%,-1%
CC(C)C(=O)Nc1cccc(NC(=O)CCN2C(=O)c3ccccc3S2(=O)=O)c1,10%,0.56,-0.13,0.57,0.24,-1%,8%,1%,-7.1%,-8%,0%,11%
Cc1c(CN(C)C(=O)c2ccc(Br)o2)cnn1C,2%,0.43,0.1,0.1,0.35,-2%,7%,1%,-0.7%,3%,-5%,-1%
CSc1nc2cc(C)nn2c(-c2ccccc2)c1C#N,.,0.26,-0.13,-0.12,0.69,-2%,-3%,0%,.,26%,-4%,.
O=C(NNC1OC(CO)C(O)C(O)C1O)c1cccc(Br)c1 (stereo unspecified),-32%,1.3,-0.31,0.68,-0.52,-10%,0%,18%,-8.4%,1%,-5%,-28%
O=C(Nc1ccc2c(c1)OCO2)N1CCN(c2cccc(C(F)(F)F)c2)CC1,17%,-0.93,-0.25,-0.69,1.1,0%,9%,8%,0.5%,-31%,3%,22%
Cc1ccc(C)c(-c2csc(NC(=O)c3cnccn3)n2)c1,0%,-0.85,-0.32,-0.5,1.4,8%,1%,2%,-0.3%,-10%,-6%,0%
CCCCN(C(=O)/C=C/c1ccc(OCC(C)C)c(OCC)c1)c1c(N)n(CCC)c(=O)[nH]c1=O,-11%,1.9,-0.24,1.2,-1.5,7%,-3%,-2%,-4.9%,16%,-13%,-10%
COc1ccc(C2/C=C\CN(C(=O)Oc3ccccc3)CC(=O)N2Cc2ccc(F)cc2)cc1 (stereo unspecified),.,0.87,-0.6,0.37,-0.53,0%,-2%,12%,.,0%,7%,.
COc1ccc(C(C(=O)NC(C)(C)C)N(Cc2ccc(C)cc2)C(=O)CCC(=O)Nc2cc(C)on2)cc1 (stereo unspecified),1%,-0.87,-0.19,-0.31,1.2,-2%,0%,4%,-5.3%,1%,3%,-4%
NC(=O)c1ccc(NC(=O)c2cccc(Oc3ccccc3)c2)cc1,-6%,0.15,-0.35,-0.15,0.56,3%,1%,7%,-5.8%,31%,-8%,1%
CN(C)c1ccc(NC(N)=S)cc1,19%,0.66,-0.32,-0.057,0.14,-5%,3%,9%,0.0%,-19%,-7%,17%
CC(C)c1ccc(NC(=S)N2CCN(Cc3ccccc3)CC2)cc1,12%,-1,-0.29,-0.41,1.6,4%,2%,8%,-6.6%,-17%,2%,12%
CCNS(=O)(=O)c1ccc(NC(=O)c2cncc(Br)c2)cc1,11%,-0.31,-0.33,-0.62,0.66,3%,6%,4%,-1.9%,3%,-4%,10%
C(=N\Nc1nc2ccccc2s1)/c1ccc2c(c1)OCO2,8%,1.7,-0.065,1.2,-1.3,-2%,6%,16%,-7.1%,2%,-3%,15%
CC1S/C(=N/N=C/c2cccc([N+](=O)[O-])c2)NC1=O (stereo unspecified),.,-1.2,-0.25,-0.33,1.7,14%,1%,5%,.,2%,-1%,.
O=C(c1cc2ccccc2oc1=O)N(c1ccccc1)C1C=CS(=O)(=O)C1 (stereo unspecified),-7%,-0.49,-0.19,0.072,1.3,1%,11%,10%,-6.4%,2%,-3%,4%
CCCCCCCC(O)CC(CC1CCCCC1)C(=O)NN (stereo unspecified),8%,-0.087,-0.25,-0.075,0.82,-4%,25%,11%,-22%,8%,4%,19%
Cn1c(N)c(C(=O)COC(=O)CC(NC(=O)c2ccccc2Cl)c2ccccc2)c(=O)n(C)c1=O (stereo unspecified),-19%,-0.33,-0.33,0.17,0.29,-7%,3%,-4%,-7.9%,-6%,-6%,-22%
Cc1cccc(C2(c3cccc(C)c3)OC(=O)c3ccccc32)c1,15%,0.21,-0.22,0.27,-0.32,0%,7%,5%,-1.6%,-1%,-4%,19%
O=C(O)CC(NC(=S)NCc1ccccc1)C(=O)O (stereo unspecified),2%,-2.8,0.56,-1.3,0.57,-5%,-3%,0%,-3.3%,-4%,-2%,4%
